Bioassay records: PubChem BioAssay, several laboratories
MC4R ag barr: MC4R agonists recruiting beta-arrestin, primary screen, cell-based, luminescence, agonist arm of biased-ligand search; Melanocortin receptor 4 (Homo sapiens), P32245; U2OS MC4R beta-arrestin complementation; percent of melanotan II response, DMSO zero; activation, % at 8.9 µM; 0.98% of 360,000 active; AID 540308, 2011;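 active = activation above a per-plate cutoff, the mean activation of sample wells on that plate plus 3 SD, cut at about 8% in these data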
ABCB6 inh MLPCN: ABCB6 transporter inhibitors, primary screen, K562-ABCB6 cells, flow cytometry, MLPCN library. K562-ABCB6 porphyrin accumulation, 1 h; hits give low values. fluorescence ratio to DMSO, % at 10 µM. 0.19% of 360,000 active. AID 602162, 2011;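 active = fluorescence ratio to DMSO below 75%, the collection mean minus 3 SD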;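 note: signal is porphyrin accumulated inside mitochondria; 100% equals median channel fluorescence of DMSO control wells; lower ratio means ABCB6 inhibition with less porphyrin fluorescence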
NOD2 RIPK2 PPI: NOD2-RIPK2 binding disruptors in cells, primary screen, fluorescence, CHO cells, BLA complementation | AID 624267, 2012 | inhibition, % at 4.98 µM | Receptor-interacting serine/threonine-protein kinase 2 (Homo sapiens), O43353 | CCF4 ratio | 0.38% of 360,000 active; in the data active = inhibition above about 21%;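 note: 0% = vehicle only and 100% = reference blocker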
N-glyco inh: increase of ERlucT glycosylation luciferase signal, primary screen, N-linked glycosylation inhibitor project, D54 ERlucT cells, luminescence, set 2; D54 ERlucT glycosylation luciferase reporter, 24 h; percent of 100 nM tunicamycin response; reporter increase, % at 12.5 µM; 0.23% of 360,000 active; AID 588692, 2011;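 active = mean luciferase reporter signal, scaled so untreated is 0 and the glycosylation-blocking control 100, at or above a set limit in every replicate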;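 note: luciferase carries N-glycosylation sites so blocking glycosylation raises the light; 0% = median of neutral control wells and 100% = median of 100 nM tunicamycin wells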
HTR2A ag: mouse Htr2a agonists via beta-arrestin recruitment, primary screen, cell-based, luminescence | CHO-K1 mHTR2A beta-arrestin complementation; percent of 30 µM serotonin response | activation, % at 7.6 µM | AID 624169, 2012 | 0.66% of 360,000 active | 5-hydroxytryptamine receptor 2A (Mus musculus), P35363;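 active = activation above a run cutoff, the mean activation of all tested compounds plus 3 SD, cut at about 14% in these data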;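 note: 0% = plate median of compound wells and 100% = 30 µM serotonin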
H9c2 protect: cardioprotection against H2O2-induced cell death, primary screen, uHTS, H9c2 cells, ATPLite luminescence; H9c2 cardiomyocytes, H2O2 injury protection, 2 h; protection from H2O2 cell death, % at 20 µM; 0.63% of 360,000 active; AID 588492, 2011;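 active = compounds giving at least 50% protection of heart cells from peroxide-induced death in the single-dose screen, raw or plate-pattern-corrected value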;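 note: 0% = DMSO wells with peroxide and 100% = DMSO wells without peroxide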
TLR9-MyD88 block: inhibitors of TLR9-MyD88 association in cells, primary screen, cell-based, CHO, BLA complementation, fluorescence. Toll-like receptor 9 (Homo sapiens) + Myeloid differentiation primary response protein …. CCF4 FRET ratio. inhibition, % at 4.98 µM. AID 504734, 2011. 0.21% of 340,000 active;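 active = inhibition above the mean over all tested compounds plus 3 SD, cut at about 21% in these data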;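 note: 0% = DMSO only wells and 100% = clavulanate BLA inhibitor control wells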
MC4R antagonist: MC4R antagonists of cAMP signaling, primary screen, cell-based, TR-FRET, antagonist arm of biased-ligand search | Melanocortin receptor 4 (Homo sapiens), P32245 | MC4R-expressing cells, MTII-stimulated cAMP, LANCE TR-FRET | inhibition, % at 6.5 µM | 0.48% of 360,000 active;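 active = inhibition above its plate's cutoff, the mean of tested wells on that plate plus 3 SD, cut at about 29% in these data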;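 note: 0% = Melanotan II alone and 100% = Melanotan II plus saturating MCL0020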
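System: U2OS cells stably expressing human melanocortin 4 receptor (MC4R). Reagent: Melanotan II challenge after compound preincubation. Doses: 6.5 µM. Times: 30-min compound, 1-h challenge, 1-h detection, room temperature. Measured by: TR-FRET with Eu-cAMP and labeled anti-cAMP, 671 nm. Replicates: singlicate.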
SRC2 inh: inhibition of GAL4-SRC2 driven luciferase reporter, primary screen, SRC2 inhibitor project, cell-based, luminescence; inhibition, % at 9 µM; 0.17% of 370,000 active; AID 651957, 2012; HEK293 GAL4-SRC2 luciferase reporter;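 active = inhibition above the mean inhibition of all tested compounds plus 3 SD, set per campaign, cut at about 52% in these data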;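 note: 0% = DMSO treated cells and 100% = cells given Gossypol at 36 µM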
Target sequence (Q15596 whole entry, looked up, the tested form may be a part): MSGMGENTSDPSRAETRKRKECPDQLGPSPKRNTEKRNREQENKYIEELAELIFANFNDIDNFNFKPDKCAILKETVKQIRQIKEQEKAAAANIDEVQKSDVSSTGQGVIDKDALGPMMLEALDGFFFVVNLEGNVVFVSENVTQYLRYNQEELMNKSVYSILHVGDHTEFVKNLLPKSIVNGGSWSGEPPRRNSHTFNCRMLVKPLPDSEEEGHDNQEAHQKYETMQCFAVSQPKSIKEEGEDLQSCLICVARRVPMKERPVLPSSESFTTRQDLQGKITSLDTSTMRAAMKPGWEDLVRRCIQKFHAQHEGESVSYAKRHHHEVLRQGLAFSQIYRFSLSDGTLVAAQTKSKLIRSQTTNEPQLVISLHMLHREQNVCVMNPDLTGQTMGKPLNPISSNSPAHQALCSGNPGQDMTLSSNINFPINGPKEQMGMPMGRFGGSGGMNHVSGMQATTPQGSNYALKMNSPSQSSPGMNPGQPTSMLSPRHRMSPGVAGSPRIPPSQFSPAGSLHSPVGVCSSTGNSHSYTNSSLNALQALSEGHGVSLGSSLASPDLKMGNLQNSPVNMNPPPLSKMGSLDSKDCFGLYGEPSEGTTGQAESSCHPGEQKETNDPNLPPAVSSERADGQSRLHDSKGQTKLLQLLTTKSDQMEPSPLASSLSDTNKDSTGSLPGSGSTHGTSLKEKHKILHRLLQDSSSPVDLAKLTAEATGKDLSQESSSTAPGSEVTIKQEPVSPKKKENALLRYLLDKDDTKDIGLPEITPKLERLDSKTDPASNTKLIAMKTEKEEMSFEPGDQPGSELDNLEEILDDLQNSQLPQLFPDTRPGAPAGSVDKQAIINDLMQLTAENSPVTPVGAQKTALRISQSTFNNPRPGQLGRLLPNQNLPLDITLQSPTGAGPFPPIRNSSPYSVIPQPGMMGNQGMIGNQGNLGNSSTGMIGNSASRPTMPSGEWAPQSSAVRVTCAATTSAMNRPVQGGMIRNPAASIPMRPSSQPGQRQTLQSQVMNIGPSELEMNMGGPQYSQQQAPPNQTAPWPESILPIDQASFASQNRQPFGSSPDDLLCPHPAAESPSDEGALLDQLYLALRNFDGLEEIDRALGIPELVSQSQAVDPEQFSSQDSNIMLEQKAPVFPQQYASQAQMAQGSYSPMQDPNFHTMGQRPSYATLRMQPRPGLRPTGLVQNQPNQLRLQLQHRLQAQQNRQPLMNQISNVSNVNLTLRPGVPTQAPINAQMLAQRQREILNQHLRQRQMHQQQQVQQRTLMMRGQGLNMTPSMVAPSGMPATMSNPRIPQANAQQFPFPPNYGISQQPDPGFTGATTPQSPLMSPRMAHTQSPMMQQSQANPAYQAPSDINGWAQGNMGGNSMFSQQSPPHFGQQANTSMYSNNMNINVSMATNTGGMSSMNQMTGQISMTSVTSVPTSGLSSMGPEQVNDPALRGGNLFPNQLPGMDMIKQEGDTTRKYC
ABHD5-PLIN5 inh: ABHD5-PLIN5 interaction inhibitors, primary screen, cell lysate, split luciferase complementation, luminescence | Perilipin-5 (Homo sapiens) + 1-acylglycerol-3-phosphate O-acyltransferase ABHD5 (Homo … | Split G. princeps luciferase complementation, 4 h | inhibition, % at 4 µM | 0.78% of 360,000 active;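 active = inhibition above the mean inhibition across every tested compound plus 3 SD, cut at about 22% in these data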;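 note: 0% = DMSO only wells and the 100% control is not disclosed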
* marks the source's active call; other numbers are inactive results; · = not tested or not shown.

compound,MC4R ag barr,ABCB6 inh MLPCN,NOD2 RIPK2 PPI,N-glyco inh,HTR2A ag,H9c2 protect,TLR9-MyD88 block,MC4R antagonist,SRC2 inh,ABHD5-PLIN5 inh
CCOC(=O)c1sc2nc(C(C)C)c3c(c2c1N)CC(C)(C)OC3,2.0,110,-21,1,4,-12,2,3,-13,4
CC(=O)c1ccc(OC(C)C(=O)OCC(=O)NCCc2ccccc2)cc1 (stereo not given),-3.8,94,10,1,-4,13,1,18,5,-1
Cc1ccc(/C=N/NC(=S)NC2CCS(=O)(=O)C2)cc1 (stereo not given),1.7,100,-9,2,5,0,-5,6,-20,-11
CCN(CC)CCCOC(=O)C(c1ccccc1)c1ccccc1,-0.8,102,-2,-5,-4,0,7,13,0,7
Clc1ccc2nc(-c3cccc(Br)c3)c(Cc3ccccc3)n2c1,·,101,4,-1,2,0,·,·,-24,-3
S=C1SCN(Cc2cccnc2)CN1Cc1cccnc1,-3.1,97,-3,1,-1,-3,2,12,11,-3
COc1ccc(OC)c(NC(=O)CSc2ncnc3sc(C)cc23)c1,-1.7,95,-1,-1,3,-1,6,2,-15,-2
Cc1ccc2[nH]c(=O)cc(C(=O)OC(C)C)c2c1,-1.5,100,-7,-3,2,0,-5,8,6,-2
CCCn1nc(C(=O)Nc2nc3ccccc3[nH]2)c2ccccc2c1=O,-2.3,102,-7,-4,1,20,-6,10,-5,-2
COc1ccc([C@@H]2[C@@H]3C(=O)N(C(C)(C)C)C(=O)[C@@H]3[C@]3(Cc4ccccc4)C(=O)N(c4ccc(C(F)(F)F)cc4)C(=O)N23)cc1,0.5,89,-5,-7,-8,13,0,2,-1,-13

8 entries from above, ordered by SMILES length, falling:
compound,MC4R ag barr,ABCB6 inh MLPCN,NOD2 RIPK2 PPI,N-glyco inh,HTR2A ag,H9c2 protect,TLR9-MyD88 block,MC4R antagonist,SRC2 inh,ABHD5-PLIN5 inh
COc1ccc([C@@H]2[C@@H]3C(=O)N(C(C)(C)C)C(=O)[C@@H]3[C@]3(Cc4ccccc4)C(=O)N(c4ccc(C(F)(F)F)cc4)C(=O)N23)cc1,0.5,89,-5,-7,-8,13,0,2,-1,-13
CC(=O)c1ccc(OC(C)C(=O)OCC(=O)NCCc2ccccc2)cc1 (stereo not given),-3.8,94,10,1,-4,13,1,18,5,-1
CCOC(=O)c1sc2nc(C(C)C)c3c(c2c1N)CC(C)(C)OC3,2.0,110,-21,1,4,-12,2,3,-13,4
Clc1ccc2nc(-c3cccc(Br)c3)c(Cc3ccccc3)n2c1,·,101,4,-1,2,0,·,·,-24,-3
COc1ccc(OC)c(NC(=O)CSc2ncnc3sc(C)cc23)c1,-1.7,95,-1,-1,3,-1,6,2,-15,-2
Cc1ccc(/C=N/NC(=S)NC2CCS(=O)(=O)C2)cc1 (stereo not given),1.7,100,-9,2,5,0,-5,6,-20,-11
CCN(CC)CCCOC(=O)C(c1ccccc1)c1ccccc1,-0.8,102,-2,-5,-4,0,7,13,0,7
S=C1SCN(Cc2cccnc2)CN1Cc1cccnc1,-3.1,97,-3,1,-1,-3,2,12,11,-3

Additional results:
compound,MC4R ag barr,ABCB6 inh MLPCN,NOD2 RIPK2 PPI,N-glyco inh,HTR2A ag,H9c2 protect,TLR9-MyD88 block,MC4R antagonist,SRC2 inh,ABHD5-PLIN5 inh
CNC(=S)NNC(=O)c1ccc2c(c1)OCO2,-2.5,99,-2,1,-2,-5,4,9,-34,0
CC(=O)N1CCc2cc(S(=O)(=O)NCCC(=O)N3CCN(c4ccccn4)CC3)ccc21,-0.1,95,8,-1,0,-2,8,1,-5,1
CSc1nc2c([nH]1)c(=S)n(C)c(=O)n2C,0.5,101,1,0,0,2,1,-3,14,-3
O=C(NCCOc1ccccc1)c1cncc(Br)c1,0.6,103,3,-1,1,1,-6,8,-34,2
CCOc1ccc(C(CC(=O)O)NC(=O)C2c3ccccc3Oc3ccccc32)cc1 (stereo not given),-2.6,100,-3,1,-1,2,7,3,0,-3
CN(CC(=O)N1CCOCC1)S(=O)(=O)c1ccc2ccccc2c1,-1.3,99,9,2,-2,-2,-1,2,17,1
Cc1cc(C)c(S(=O)(=O)N2CCN(C(=O)c3ccc4c(c3)OCO4)CC2)c(C)c1,-1.4,96,8,-5,-1,-10,-3,5,12,2
O=c1[nH]c2ccccc2s1,-3.4,96,0,3,-2,3,5,11,-24,1
CN(C)c1ncc(CN2CCC(CO)(CCCc3ccccc3)CC2)s1,1.4,98,-10,-1,5,-1,-1,8,-1,1
CCOc1ccc(CN2C(=O)c3ccccc3C2=O)cc1C(=O)NC1CC(C)(C)NC(C)(C)C1,-0.8,112,-2,0,-9,15,-16,4,3,2
COc1ccccc1/C=N/NC(=O)CCn1cnc2ccccc21,-3.3,100,-3,3,-3,4,-13,3,0,6
O=C(Nc1ccncc1)C1CCN(S(=O)(=O)c2ccc(Cl)c(C(F)(F)F)c2)CC1,-0.8,100,10,0,-6,-5,11,14,1,10
COc1cccc(C(=O)NNC(=S)NC2CCCCC2)c1,-1.5,96,-8,1,-2,-10,-11,7,-107,0
O=C(O)c1cccnc1C(=O)c1ccccc1,0.6,98,-15,-1,5,13,1,-6,-11,0
COCCNC(=O)C(c1ccc(O)cc1)N(Cc1ccccc1)C(=O)CCC(=O)Nc1nccs1 (stereo not given),2.6,102,-5,1,-2,1,6,10,-12,3
CCOc1ccc(N(C(=O)Nc2ccccc2)C2=NCCC2)cc1,0.3,99,7,-2,0,-6,4,8,-7,-9
O=S(=O)(NC1CCCCCC1)c1cccc2cccnc12,-1.4,99,2,-1,-3,-6,-7,4,6,-3
O=c1c2ccccc2c(/C=N/n2cnnc2)c(O)n1-c1ccccc1,-2.1,103,-9,2,-1,-4,2,-3,2,3
CCCOC(=O)c1ccc(NC(=O)c2cnccn2)cc1,-0.2,103,-1,0,0,4,7,0,-19,-3
O=C1CCC([N+](=O)[O-])C(c2cccc(Br)c2)N1 (stereo not given),-2.4,95,-4,4,1,3,6,17,15,-1
CN(C)S(=O)(=O)N1CCC(Oc2ccc(C(=O)N3CCCCCC3)cc2)CC1,-1.7,100,-1,-4,3,-8,3,-2,10,-3
O=S1(=O)CC(N2CCN(CCO)CC2)CN1C1CCCCC1 (stereo not given),·,101,8,1,6,3,·,·,10,0
CC1=C(C(=O)OCC2CCCO2)C(c2ccncc2)C2=C(CC(C)(C)CC2=O)N1 (stereo not given),-0.8,93,-4,0,0,-4,-1,2,-7,1
CCN(CC)S(=O)(=O)c1ccc(OC)c(NC(=O)c2cc([N+](=O)[O-])ccc2N2CCOCC2)c1,0.7,98,-4,-1,-4,11,-6,22,8,-3
COc1ccc(OCC(=O)Nc2ccc(N3CCCCC3)cc2)cc1,4.7,99,0,1,-3,-6,2,4,-6,-1
NC(=O)c1nsc(C(=O)N(Cc2cccnc2)C(C(=O)NC2CCCCC2)c2ccc(F)cc2)c1N (stereo not given),-2.6,97,-13,4,13,-3,-7,0,-12,-6
Cc1ccc(Cc2c(-c3cccc(Br)c3)nc3c(Cl)cc(C(F)(F)F)cn23)cc1,·,102,-4,·,3,·,·,·,-2,-1
CC1(C(=O)NCc2ccccc2)CSCC(=O)N1Cc1ccco1 (stereo not given),·,·,-19,·,3,·,·,·,9,12
CCOc1cc(C(=O)Nc2c3c(nn2C(C)(C)C)CS(=O)C3)cc(OCC)c1OCC (stereo not given),-0.6,109,-11,1,1,0,2,-4,-29,-5
COc1ccc(/C=C/C(=O)NCc2nc3ccccc3[nH]2)cc1OC,-0.7,100,8,3,1,2,-11,4,-16,-2
Cc1[nH]nc(SCC(=O)NCCc2ccccc2)c1[N+](=O)[O-],-0.4,96,-8,1,1,1,5,18,13,4
O=C(O)c1cccc2c1-c1ccc([N+](=O)[O-])cc1C2=O,-0.5,97,4,0,-2,0,-6,1,0,-1
CCC(c1nnc(SC(C)C(=O)NC2CC2)n1-c1ccc(OC)cc1)N(C)C (stereo not given),-3.4,101,2,2,-1,6,-1,0,2,-4
NC(=O)COC(=O)c1ccc2noc(-c3ccccc3)c2c1,-1.4,94,2,2,1,15,1,-7,-61,1
N#Cc1ccccc1NC(=O)COC(=O)c1ccc2c(c1)OCCO2,-1.5,95,-1,0,-4,1,3,2,10,-2
CCOC(=O)C1=C(C)N(C[C@@H]2CC[C@@H](Cc3ccc(-c4ccccc4)cc3)O2)C(=O)NC1C1CC1 (stereo not given in full),-0.5,100,-5,-5,1,-24,1,5,-15,-1
COc1ccc([C@H](C)NC[C@H](O)c2ccc(O)c(NC=O)c2)cc1,-0.6,94,-18,14,-4,14,4,-1,·,9
CC(C)(C)OC(=O)NC(CO)c1cn([C@@H](Cc2cc3ccccc3[nH]2)C(=O)N2CCN(C(=O)OC(C)(C)C)CC2)nn1 (stereo not given in full),-0.5,88,-8,2,-3,4,-5,10,8,0
CCCCn1c(N)c(N(CC(C)C)C(=O)CSc2ccccc2C)c(=O)[nH]c1=O,-0.9,100,-8,2,-3,-3,4,4,-6,-2
O=C(CSc1nnnn1C1CC2CCC1C2)Nc1ccnc2ccccc12 (stereo not given),-1.8,87,13,-3,-1,-30,-2,-3,23,-5
CC1CN(C(=O)c2ccc(NS(=O)(=O)c3ccc(F)cc3)cc2)CC(C)O1 (stereo not given),-3.1,94,3,3,5,4,2,-2,11,4

Nothing new here: two of the compounds above.
compound,MC4R ag barr,ABCB6 inh MLPCN,NOD2 RIPK2 PPI,N-glyco inh,HTR2A ag,H9c2 protect,TLR9-MyD88 block,MC4R antagonist,SRC2 inh,ABHD5-PLIN5 inh
O=C(CSc1nnnn1C1CC2CCC1C2)Nc1ccnc2ccccc12 (stereo not given),-1.8,87,13,-3,-1,-30,-2,-3,23,-5
CC1CN(C(=O)c2ccc(NS(=O)(=O)c3ccc(F)cc3)cc2)CC(C)O1 (stereo not given),-3.1,94,3,3,5,4,2,-2,11,4

Some of the compounds tested; the hit share may differ from the screen's.
